Source: PubChem
hIAP inh – blocks human intestinal alkaline phosphatase. inhibition, % at 10 µM. 330,000 compounds, 0.12% hits. P09923. purified IAP, CDP-Star luminescence, 30 min;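 active = inhibition reaching a set limit with compound at 10 µM in the primary screen, cut at about 35% in these data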;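 note: plate controls were DMSO wells with enzyme for no effect and no-enzyme buffer wells for full effect; values of inactives mirror those of a sister screen read the other way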
Target sequence (P09923 whole entry, looked up): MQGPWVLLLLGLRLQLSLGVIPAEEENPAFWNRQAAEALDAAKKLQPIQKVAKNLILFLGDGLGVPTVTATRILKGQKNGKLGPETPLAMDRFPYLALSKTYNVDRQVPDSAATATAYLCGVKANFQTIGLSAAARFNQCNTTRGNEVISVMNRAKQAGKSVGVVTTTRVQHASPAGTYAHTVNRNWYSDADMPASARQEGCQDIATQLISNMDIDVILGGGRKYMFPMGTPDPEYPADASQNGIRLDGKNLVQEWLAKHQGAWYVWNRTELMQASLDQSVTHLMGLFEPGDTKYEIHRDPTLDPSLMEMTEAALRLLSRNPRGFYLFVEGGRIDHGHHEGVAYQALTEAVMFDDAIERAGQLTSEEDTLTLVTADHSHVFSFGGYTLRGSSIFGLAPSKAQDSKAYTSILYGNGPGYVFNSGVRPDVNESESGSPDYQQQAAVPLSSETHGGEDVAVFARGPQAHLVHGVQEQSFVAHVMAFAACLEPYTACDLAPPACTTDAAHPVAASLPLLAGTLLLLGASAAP
mIAP block – mouse IAP inhibition; purified mouse IAP, CDP-Star luminescence, 30 min; inhibition, % at 10 µM; 330,000 compounds, 0.2% hits;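 active = inhibition of at least 40% at 10 µM in the primary screen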;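 note: plate controls were DMSO with enzyme for no effect and no enzyme wells for full effect; values of inactives mirror those of a sister screen read the other way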
mIAP act – increases mouse intestinal alkaline phosphatase activity. muIAP, CDP-Star luminescence, 30 min; hits give high values; 1 = vehicle-only enzyme signal, 0 = enzyme-free wells. activation factor at 10 µM. 330,000 compounds, 0.24% hits;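 active = activation factor of at least 2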; note: the source names both 10 and 20 µM as test concentration; values of inactives mirror those of a sister screen read the other way
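System: Mouse IAP enzyme | Also added: CDP-Star substrate | Dosing: Compounds dispensed in DMSO | Schedule: 30 min enzyme-substrate-compound incubation at room temperature | Technique: Chemiluminescence readout | Control set: DMSO-only wells and no-enzyme negative control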
TIM10 inh – TIM10 yeast growth inhibition. S. cerevisiae TIM10 strain growth, BacTiter-Glo luminescence, 24 h. inhibition, % at 10 µM. 330,000 compounds, 1.4% hits. AID 463195;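 active = inhibition of 40% or more at the single tested concentration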;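 note: wild-type TIM10 isogenic control strain grown at permissive 25 °C; 0% = DMSO yeast wells and 100% = minimal medium wells without yeast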
beta cell repl – induces beta-cell replication in MIN6 cells; MIN6 cells proliferation, ATPlite luminescence, 48 h; cells starved in 0.2% serum; 100% = growth in 10% serum; proliferation, % at 10 µM; 330,000 compounds, 0.29% hits; AID 2380;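 active = compounds whose signal lies at least 3.5 SD above the mean of all wells on their plate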;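 note: 0% = DMSO-treated cells in low-serum medium and 100% = 10% serum control; some compounds called inactive have numbers as strong as hits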
APOBEC3G inh – blocks human APOBEC3G single-stranded DNA deamination. recombinant A3G, ssDNA deamination FAM/TAMRA fluorescence. inhibition, % at 20 µM. 330,000 compounds, 0.28% hits. Q9HC16;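 active = inhibition of at least 40% at 20 µM, with no more than 30% in the related APOBEC3A deaminase screen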;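 note: plate controls were DMSO wells with A3G for no effect and wells lacking A3G enzyme for full effect; some compounds called inactive have numbers as strong as hits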
Target sequence (Q9HC16 whole entry, looked up): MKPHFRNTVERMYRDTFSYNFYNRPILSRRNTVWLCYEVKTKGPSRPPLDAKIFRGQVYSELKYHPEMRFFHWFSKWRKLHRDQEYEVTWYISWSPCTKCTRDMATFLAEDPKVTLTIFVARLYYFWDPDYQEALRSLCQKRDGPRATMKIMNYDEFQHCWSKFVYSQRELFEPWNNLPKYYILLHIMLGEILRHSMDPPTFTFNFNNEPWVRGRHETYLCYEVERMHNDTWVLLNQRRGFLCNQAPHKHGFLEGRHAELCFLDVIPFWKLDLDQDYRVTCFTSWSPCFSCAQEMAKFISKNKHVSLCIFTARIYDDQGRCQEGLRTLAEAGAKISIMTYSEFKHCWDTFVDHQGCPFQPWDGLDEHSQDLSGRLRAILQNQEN
NLRP3 yeast inh – blocks the NALP3 inflammasome reconstituted in yeast; Yeast reconstituted NLRP3/ASC/caspase-1, beta-gal luminescence, 24 h; inhibition, % at 10 µM; 330,000 compounds, 0.39% hits;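 active = inhibition of 50% or more; inactive = inhibition below 50%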;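 note: plate controls were induced DMSO wells for no effect and uninduced yeast grown without galactose for full effect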
tim10-1 inh – growth inhibitors of tim10-1 mutant yeast; S. cerevisiae tim10-1 ts strain growth, BacTiter-Glo, 24 h; inhibition, % at 20 µM; 330,000 compounds, 2.2% hits; AID 463190;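 active = inhibition of at least 40%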;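 note: mutant grown at 25 °C; 0% = DMSO wells with yeast and 100% = wells holding no yeast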
APOBEC3A inh – human APOBEC3A DNA deaminase inhibition; 330,000 compounds, 0.41% hits; P31941; recombinant A3A, FAM/TAMRA ssDNA deamination fluorescence; AID 493011; inhibition, % at 20 µM;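 active = at least 40% inhibition at 20 µM here, with at most 30% in a related deaminase screen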;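 note: plate controls were A3A with DMSO for no effect and wells lacking A3A enzyme for full effect; some results filed as inactive read as strong as hits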
* = called active by the depositor.

What do the screens show for `CCCn1c(SCC(=O)Nc2nnc(C(C)C)s2)nc2c1c(=O)n(C)c(=O)n2C`?
hIAP inh: -2.7; mIAP block: -0.7; mIAP act: 1.01; TIM10 inh: -4.6; beta cell repl: -3.9; APOBEC3G inh: -2.1; NLRP3 yeast inh: 12.4; tim10-1 inh: 15.9; APOBEC3A inh: 1.4

How did CCO[C@H]1OC(C(=O)Nc2ccccc2)=C[C@@H](C)[C@@H]1CCCO do in these assays?
hIAP inh: 3.3; mIAP block: -1.6; mIAP act: 1.02; TIM10 inh: 9.1; beta cell repl: -0.9; APOBEC3G inh: -1.8; NLRP3 yeast inh: 12.5; tim10-1 inh: 18.7; APOBEC3A inh: 1.0

How did COc1ccc2[nH]c(=O)c(CN(Cc3ccccc3)C(=S)NCC3CCCO3)cc2c1 (stereo not given) do in these assays?
hIAP inh: 6.4; mIAP block: 9.2; mIAP act: 0.908; TIM10 inh: 26.6; beta cell repl: 4.0; APOBEC3G inh: -5.0; NLRP3 yeast inh: 24.4; tim10-1 inh: 9.0; APOBEC3A inh: -4.0

Results for CC1(C)C2CCC1(CS(=O)(=O)NCc1ccc(C(=O)O)cc1)C(=O)C2 (stereo not given) ?
hIAP inh: 0.9; mIAP block: -0.2; mIAP act: 1; TIM10 inh: 2.2; beta cell repl: 0.6; APOBEC3G inh: -3.5; NLRP3 yeast inh: 10.1; tim10-1 inh: 7.7; APOBEC3A inh: 4.7

What do the screens show for `CCNC(=O)NC1(C(=O)Nc2ccc3c(c2)OCCO3)CCCCC1`?
hIAP inh: 0.1; mIAP block: -6.2; mIAP act: 1.06; TIM10 inh: -12.8; beta cell repl: -2.3; APOBEC3G inh: 2.1; NLRP3 yeast inh: 2.7; tim10-1 inh: -5.8; APOBEC3A inh: 2.6

What do the screens show for `CCN1/C(=C2\SC(=S)N(Cc3ccccc3)C2=O)Sc2ccccc21`?
hIAP inh: 3.6; mIAP block: 5.5; mIAP act: 0.945; TIM10 inh: 16.1; beta cell repl: -1.8; APOBEC3G inh: -4.2; NLRP3 yeast inh: -8.1; tim10-1 inh: 7.9; APOBEC3A inh: 4.0

Results for O=C(CCC(=O)N1CCCC1)Nc1ccc([N+](=O)[O-])cc1 ?
hIAP inh: -1.4; mIAP block: -18.0; mIAP act: 1.18; TIM10 inh: -16.1; beta cell repl: -1.8; APOBEC3G inh: -2.9; NLRP3 yeast inh: -10.0; tim10-1 inh: 5.7; APOBEC3A inh: -4.2

Results for Cc1ccc(-c2cc(C(=O)Nc3ccccn3)c3ccccc3n2)o1 ?
hIAP inh: 14.4; mIAP block: 16.2; mIAP act: 0.838; TIM10 inh: 9.0; beta cell repl: -3.7; APOBEC3G inh: 36.6; NLRP3 yeast inh: 10.5; tim10-1 inh: -6.4; APOBEC3A inh: 36.8

Results for CCOC(=O)c1[nH]c(C)c(CN(CCc2ccccc2)C(=O)CCC(=O)O)c1C ?
hIAP inh: 0.3; mIAP block: -1.6; mIAP act: 1.02; TIM10 inh: 2.3; beta cell repl: -0.9; APOBEC3G inh: -4.4; NLRP3 yeast inh: -15.0; tim10-1 inh: 3.4; APOBEC3A inh: -1.8

Results for O=C(O)c1cc(-c2ccc(/C=N/NC(=S)Nc3ccccc3)o2)ccc1Cl ?
hIAP inh: 0.7; mIAP block: 24.0; mIAP act: 0.76; TIM10 inh: 4.4; beta cell repl: 1.3; APOBEC3G inh: 8.8; NLRP3 yeast inh: 5.0; tim10-1 inh: 15.0; APOBEC3A inh: 13.2

How did COc1cc(OC)c(OC)cc1/C=C(\C#N)C(=O)NCc1cccs1 do in these assays?
hIAP inh: -24.8; mIAP block: -1.6; mIAP act: 1.02; TIM10 inh: 3.8; beta cell repl: 5.0; APOBEC3G inh: -0.9; NLRP3 yeast inh: 11.3; tim10-1 inh: 21.9; APOBEC3A inh: -1.0

What do the screens show for `O=C(NCc1ccc2c(c1)OCO2)c1cc2ncc(Br)cn2n1`?
hIAP inh: -4.7; mIAP block: 7.4; mIAP act: 0.926; TIM10 inh: 1.5; beta cell repl: -1.8; APOBEC3G inh: 10.4; NLRP3 yeast inh: 12.0; tim10-1 inh: 27.4; APOBEC3A inh: 92.7*

What do the screens show for `COCCn1c(SCC(=O)Nc2cccc(C)n2)nnc1-c1ccco1`?
hIAP inh: -11.8; mIAP block: -0.2; mIAP act: 1; TIM10 inh: -8.3; beta cell repl: -0.6; APOBEC3G inh: -2.2; NLRP3 yeast inh: 10.8; tim10-1 inh: -8.3; APOBEC3A inh: 0.1

Results for COc1ccc(CCNC(=O)CSc2nc3sc(C(=O)O)c(C)c3c(=O)[nH]2)cc1OC ?
hIAP inh: 0.0; mIAP block: -6.8; mIAP act: 1.07; TIM10 inh: -3.9; beta cell repl: -2.4; APOBEC3G inh: -2.6; NLRP3 yeast inh: 13.4; tim10-1 inh: -15.9; APOBEC3A inh: 0.2

What do the screens show for `CCOc1ccc(C(=O)NC(=S)Nc2ccccc2OC)cc1[N+](=O)[O-]`?
hIAP inh: -3.0; mIAP block: 12.2; mIAP act: 0.878; TIM10 inh: 4.1; beta cell repl: -0.1; APOBEC3G inh: -2.4; NLRP3 yeast inh: 2.8; tim10-1 inh: 8.9; APOBEC3A inh: 2.6

What do the screens show for `CCN(CC)C(=O)C1CCCN(Cc2ccccc2C(F)(F)F)C1` (stereo not given)?
hIAP inh: -16.7; mIAP block: 2.4; mIAP act: 0.976; TIM10 inh: 4.2; beta cell repl: -3.1; APOBEC3G inh: -2.9; NLRP3 yeast inh: 24.3; tim10-1 inh: 18.4; APOBEC3A inh: -5.0

How did CC(=O)Nc1ccc(Nc2nc(-c3ccccc3)nc3ccccc23)cc1 do in these assays?
hIAP inh: -32.1; mIAP block: -9.2; mIAP act: 1.09; TIM10 inh: 34.5; beta cell repl: -3.5; APOBEC3G inh: -1.2; NLRP3 yeast inh: 15.2; tim10-1 inh: 48.4*; APOBEC3A inh: 30.2

How did COc1ccc(Nc2nc(N3CCCC3)nc3ccccc23)c(OC)c1 do in these assays?
hIAP inh: 12.6; mIAP block: -3.4; mIAP act: 1.03; TIM10 inh: 17.5; beta cell repl: -4.4; APOBEC3G inh: -0.2; NLRP3 yeast inh: 4.1; tim10-1 inh: 16.0; APOBEC3A inh: 0.6

What do the screens show for `CCCCN(CCCNC(=O)c1ccc(CS(=O)(=O)c2ccc(OC)cc2)o1)Cc1ccccc1`?
hIAP inh: 18.3; mIAP block: 2.2; mIAP act: 0.978; TIM10 inh: -1.9; beta cell repl: -1.6; APOBEC3G inh: -7.1; NLRP3 yeast inh: 6.8; tim10-1 inh: 18.2; APOBEC3A inh: 7.9

Results for Cc1cccc(C(=O)Nc2ccc(O)cc2)c1 ?
hIAP inh: -2.0; mIAP block: -3.2; mIAP act: 1.03; TIM10 inh: 11.9; beta cell repl: -2.0; APOBEC3G inh: 1.0; NLRP3 yeast inh: 10.3; tim10-1 inh: 4.3; APOBEC3A inh: -0.5

How did Cc1ccc(-n2ncc3c(NCc4cccnc4)ncnc32)cc1C do in these assays?
hIAP inh: -12.3; mIAP block: -6.9; mIAP act: 1.07; TIM10 inh: 23.9; beta cell repl: -3.8; APOBEC3G inh: -3.9; NLRP3 yeast inh: 17.4; tim10-1 inh: 43.4*; APOBEC3A inh: -4.6

Results for O=C(N/N=C/c1cccnc1)c1ccc(Cl)c(Cl)c1 ?
hIAP inh: 1.6; mIAP block: 0.4; mIAP act: 0.996; TIM10 inh: 3.9; beta cell repl: -1.8; APOBEC3G inh: -3.7; NLRP3 yeast inh: 19.8; tim10-1 inh: -1.5; APOBEC3A inh: -2.6

How did CCN(CC)S(=O)(=O)c1ccc(C(=O)NCC(c2cccs2)N2CCOCC2)cc1 (stereo not given) do in these assays?
hIAP inh: 2.6; mIAP block: -8.5; mIAP act: 1.08; TIM10 inh: -4.1; beta cell repl: -1.8; APOBEC3G inh: -2.2; NLRP3 yeast inh: -15.3; tim10-1 inh: -0.1; APOBEC3A inh: -4.4

How did COC(=O)c1cccc(C23CC4(C2)[C@H](CN(Cc2ccc(C(F)(F)F)cc2)[C@@H]4c2ccccc2)C3c2ccc(C(F)(F)F)cc2)c1 (stereo not given in full) do in these assays?
hIAP inh: 2.8; mIAP block: -0.6; mIAP act: 1.01; TIM10 inh: 15.2; beta cell repl: -2.0; APOBEC3G inh: -16.4; NLRP3 yeast inh: -2.1; tim10-1 inh: 9.3; APOBEC3A inh: 0.5

How did Nc1ccc(S(=O)(=O)Nc2ccnn2-c2ccccc2)cc1 do in these assays?
hIAP inh: -11.1; mIAP block: -13.6; mIAP act: 1.14; TIM10 inh: 6.5; beta cell repl: -5.2; APOBEC3G inh: -1.6; NLRP3 yeast inh: 2.8; tim10-1 inh: -1.4; APOBEC3A inh: -0.1

What do the screens show for `Cc1nn(CCC(=O)NNC(=S)Nc2ccc(F)cc2)c(C)c1[N+](=O)[O-]`?
hIAP inh: -72.4; mIAP block: 21.5; mIAP act: 0.785; TIM10 inh: -0.8; beta cell repl: 0.1; APOBEC3G inh: -3.5; NLRP3 yeast inh: 15.3; tim10-1 inh: 11.3; APOBEC3A inh: -3.9

What do the screens show for `Cc1ccc(-c2cc(C(=O)N/N=C\c3cnn(C)c3C)c3ccccc3n2)cc1C`?
hIAP inh: 7.5; mIAP block: 12.7; mIAP act: 0.873; TIM10 inh: 23.8; beta cell repl: -2.0; APOBEC3G inh: 5.3; NLRP3 yeast inh: 13.4; tim10-1 inh: 27.6; APOBEC3A inh: 16.1

How did CCN(CC)CCn1c2c(c(SCC(=O)Nc3nc(C)cs3)nc1=O)CCCC2 do in these assays?
hIAP inh: -18.6; mIAP block: -0.2; mIAP act: 1; TIM10 inh: 9.1; beta cell repl: 4.3; APOBEC3G inh: 4.1; NLRP3 yeast inh: 7.5; tim10-1 inh: -1.2; APOBEC3A inh: 0.2

How did O=C(NCC1CCCCC1)c1cc2ccccc2cc1O do in these assays?
hIAP inh: -15.5; mIAP block: 4.8; mIAP act: 0.952; TIM10 inh: 7.6; beta cell repl: -6.7; APOBEC3G inh: -2.8; NLRP3 yeast inh: 8.0; tim10-1 inh: 29.9; APOBEC3A inh: -4.6

Results for O=S(=O)(c1cccc2cccnc12)N1CCN(c2ccc(F)cc2)CC1 ?
hIAP inh: 5.0; mIAP block: 4.8; mIAP act: 0.952; TIM10 inh: -10.6; beta cell repl: -3.2; APOBEC3G inh: -8.8; NLRP3 yeast inh: 29.0; tim10-1 inh: -2.7; APOBEC3A inh: 3.5

How did COc1ccc(C2=NOC(C3(S(=O)(=O)c4ccccc4)CC(O)C3)C2)cc1 (stereo not given) do in these assays?
hIAP inh: -9.2; mIAP block: -4.2; mIAP act: 1.04; TIM10 inh: 7.1; beta cell repl: 1.0; APOBEC3G inh: -11.2; NLRP3 yeast inh: 13.0; tim10-1 inh: 8.6; APOBEC3A inh: -3.6

How did CCCCn1c(=O)c(CC(C)=O)nc2ccccc21 do in these assays?
hIAP inh: -15.8; mIAP block: 5.5; mIAP act: 0.945; TIM10 inh: 10.2; beta cell repl: 1.4; APOBEC3G inh: -5.9; NLRP3 yeast inh: -9.4; tim10-1 inh: 26.6; APOBEC3A inh: -7.0
